# NCOA2 inhibitor = inhibits human steroid receptor coactivator 2; HEK293 GAL4-SRC2 luciferase reporter, luminescence; Q15596; AID 651957; 0.17% of 370,000 active; inhibition, % at 9 µM;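 active means inhibition above the mean inhibition of all tested compounds plus 3 SD, set per campaign, cut at about 52% in these data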;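 further: 0% = DMSO treated cells and 100% = cells given Gossypol at 36 µM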
# Target sequence (Q15596 whole entry, looked up, the tested form may be a part): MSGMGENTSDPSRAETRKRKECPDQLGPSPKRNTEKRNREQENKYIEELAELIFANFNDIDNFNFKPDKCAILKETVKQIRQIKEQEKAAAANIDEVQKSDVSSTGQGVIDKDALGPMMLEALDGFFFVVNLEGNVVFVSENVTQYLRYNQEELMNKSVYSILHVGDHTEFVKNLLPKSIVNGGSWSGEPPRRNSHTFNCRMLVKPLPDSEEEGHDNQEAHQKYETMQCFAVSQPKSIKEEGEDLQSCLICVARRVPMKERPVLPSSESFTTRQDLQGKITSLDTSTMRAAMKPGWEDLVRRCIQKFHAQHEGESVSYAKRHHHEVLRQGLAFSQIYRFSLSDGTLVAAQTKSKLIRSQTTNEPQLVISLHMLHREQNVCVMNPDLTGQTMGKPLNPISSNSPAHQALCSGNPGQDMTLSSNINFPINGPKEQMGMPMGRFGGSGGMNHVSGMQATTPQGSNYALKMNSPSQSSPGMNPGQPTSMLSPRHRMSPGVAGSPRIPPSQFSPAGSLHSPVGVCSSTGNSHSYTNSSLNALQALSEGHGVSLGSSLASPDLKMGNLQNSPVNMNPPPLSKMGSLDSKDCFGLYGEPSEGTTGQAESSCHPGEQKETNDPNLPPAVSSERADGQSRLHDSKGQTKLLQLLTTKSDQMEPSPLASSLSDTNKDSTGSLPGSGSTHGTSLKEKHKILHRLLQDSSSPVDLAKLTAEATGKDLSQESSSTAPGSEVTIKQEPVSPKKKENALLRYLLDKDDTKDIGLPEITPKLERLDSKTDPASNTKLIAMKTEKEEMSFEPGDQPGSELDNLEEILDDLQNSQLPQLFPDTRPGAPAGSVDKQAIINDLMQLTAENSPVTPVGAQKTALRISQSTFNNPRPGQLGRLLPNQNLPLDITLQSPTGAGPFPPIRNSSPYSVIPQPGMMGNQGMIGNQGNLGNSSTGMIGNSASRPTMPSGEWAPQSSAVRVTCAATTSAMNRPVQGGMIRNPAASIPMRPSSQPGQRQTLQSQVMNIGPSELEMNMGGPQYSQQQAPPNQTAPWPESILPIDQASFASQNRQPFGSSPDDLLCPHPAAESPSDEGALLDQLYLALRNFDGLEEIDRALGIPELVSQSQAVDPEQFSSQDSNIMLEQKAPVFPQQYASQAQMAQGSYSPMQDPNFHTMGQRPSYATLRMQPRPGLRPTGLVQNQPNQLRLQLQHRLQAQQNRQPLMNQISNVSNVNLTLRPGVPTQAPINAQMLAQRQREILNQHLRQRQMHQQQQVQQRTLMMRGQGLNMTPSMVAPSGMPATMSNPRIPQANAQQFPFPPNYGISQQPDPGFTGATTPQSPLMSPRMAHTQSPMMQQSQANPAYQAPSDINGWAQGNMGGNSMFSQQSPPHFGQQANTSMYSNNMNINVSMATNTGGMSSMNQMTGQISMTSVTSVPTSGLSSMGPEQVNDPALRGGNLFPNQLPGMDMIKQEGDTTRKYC
# NR2F2 inh = blocks human COUP-TFII nuclear receptor; HEK293T NGFI-A luciferase reporter, luminescence; AID 686940; P24468; 0.7% of 370,000 active; inhibition, % at 8.6 µM;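 active means inhibition above a per-plate cutoff, mean inhibition of test wells between control levels plus 3 SD, cut at about 38% in these data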;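 further: cells cotransfected with COUP-TFII expression vector driving the NGFI-A reporter; 0% = median of COUP-TF2 test wells and 100% = reporter-only cells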
# NR5A2 inv ag = inverse agonists of human LRH-1 (NR5A2); O00482; HEK293T StAR-luciferase reporter, LRH-1 transfected, 24 h; inhibition, % at 3.6 µM; 0.13% of 360,000 active; AID 602396;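 active means inhibition above the mean inhibition of all tested compounds plus 3 SD, cut at about 73% in these data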;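 further: 0% = DMSO wells and 100% = reporter-only cells lacking LRH-1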
# TLR9-MyD88 block = TLR9-MyD88 interaction inhibition | 0.21% of 340,000 active | AID 504734 | Q9NR96+Q99836 | CHO BLA complementation TLR9-MyD88, CCF4 FRET ratio | inhibition, % at 4.98 µM;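 active means inhibition above the mean over all tested compounds plus 3 SD, cut at about 21% in these data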;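 further: 0% = DMSO only wells and 100% = clavulanate BLA inhibitor control wells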
# Vif imaging = blocks HIV Vif function | HEK293T cells, Vif self-association by quenched fluorescence, imaging, 24 h | inhibition, % at 7.49 µM | 0.35% of 340,000 active | AID 602346; in the data active means inhibition above about 50%, passing the limit was not always enough; inconclusive means no clear call, values can overlap the other calls; inactive means below about 31%; further: some results filed as inactive read as strong as hits
# NCOA3 inh = inhibits human SRC3 coactivator. Q9Y6Q9. HEK293 GAL4-SRC3 luciferase reporter, luminescence. inhibition, % at 3.6 µM. 0.17% of 360,000 active. AID 588352;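 active means inhibition above a per-campaign cutoff, the mean of all compounds plus 3 SD, cut at about 60% in these data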;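 further: 0% = DMSO-treated cells and 100% = gossypol-treated cells at 36 µM; higher means less SRC3-driven luciferase light from the GAL4 reporter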
# NCOA1 inh = inhibits human SRC1 coactivator; Q15788; HEK293 GAL4-SRC1 luciferase reporter, luminescence; inhibition, % at 3.6 µM; 0.12% of 360,000 active;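 active means inhibition above the campaign mean plus 3 SD, with each screening campaign given its own cutoff, cut at about 60% in these data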;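 further: 0% = DMSO treated cells and 100% = gossypol at 36 µM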
# TROY NFkB inh = blocks TROY-dependent signaling in reporter cells | Q293 LMP1-TROYcd NF-kB luciferase reporter, 4 h | inhibition, % at 10 µM | 0.98% of 360,000 active | AID 1347056;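 active means compounds whose plate-normalised and pattern-corrected inhibition of the luciferase reporter signal at the single screening dose is 50% or more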
# TRAIL sens C8 = caspase-8 TRAIL sensitization; NB7+C8 cells + TRAIL, ATPlite viability luminescence; inhibition (viability loss, TRAIL sensitization), % at 10 µM; 1% of 360,000 active; AID 624354;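 active means compounds causing at least 50% loss of cell viability in the single-dose screen, relative to plate controls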
# EBV LMP1 NFkB = reduces LMP1-driven NF-kappaB luciferase signal. LMP1-induced NF-kappaB luciferase reporter cells, luminescence. inhibition, % at 12.5 µM. 0.69% of 350,000 active. AID 504558; in the data active means inhibition above about 41%; inconclusive means no clear call, values can overlap the other calls;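 further: 0% = neutral control wells and 100% = reference inhibitor control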
# NOD2 RIPK2 PPI = blocks binding of human NOD2 to RIPK2; O43353; CHO BLA complementation NOD2-RIPK2, CCF4 ratio; inhibition, % at 4.98 µM; 0.38% of 360,000 active; AID 624267; in the data active means inhibition above about 21%;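 further: 0% = vehicle only and 100% = reference blocker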
# Active calls of the source: *; u = inconclusive; x = not tested or not shown. Some of the compounds tested. The share of hits here may be higher or lower than overall.
1) CC(C)NC(=S)N1CCCN(c2ncccc2[N+](=O)[O-])CC1
2) O=C(c1ccc2ccccc2n1)N1CCN(S(=O)(=O)c2ccccc2)CC1
3) O=C(CN(c1ccc(F)cc1)S(=O)(=O)c1ccc2c(c1)OCCO2)NCc1ccccc1
4) Cc1ccc(C(=O)NCCOc2cccc(C)c2)cc1
5) CCc1ccccc1NC(=S)N(Cc1cccc(C)c1)c1cccnc1
6) COc1ccc(/C=C2\N=C3CCCCCN3C2=O)cc1OC
7) O=C(NC1CCOc2ccccc21)c1ccc(Cl)nc1 (centres undefined)
8) COc1ccccc1-c1sc2ccccc2c1-c1ccc(OCCN2CCCCC2)cc1

screen / no.	1	2	3	4	5	6	7	8
NCOA2 inhibitor	-10	-1	0	-48	-11	-13	5	x
NR2F2 inh	8	17	-2	-27	-5	-5	-12	x
NR5A2 inv ag	1	-17	0	-43	8	-13	16	2
TLR9-MyD88 block	-5	6	-2	-1	0	-12	0	-5
Vif imaging	6	3	-4	-3	-14	-9	-4	u
NCOA3 inh	-15	9	16	-42	-7	-5	-4	16
NCOA1 inh	-12	-4	-2	-50	-6	1	9	-4
TROY NFkB inh	-7	-8	17	-56	7	-5	17	-7
TRAIL sens C8	4	-6	-10	2	4	-2	-2	24
EBV LMP1 NFkB	1	-2	-11	-25	-10	-1	0	-23
NOD2 RIPK2 PPI	-16	-3	-4	6	0	-6	-9	4

9) Cc1ccc(N(C)C(=O)c2cnn(-c3ccccc3)c2C)c(C)c1
10) O=C(Nc1cccc(S(=O)(=O)N2CCOCC2)c1)c1ccc(N2CCOCC2)c([N+](=O)[O-])c1
11) CCOc1ccccc1NC(=O)CSc1nnc(CCC(=O)Nc2ccccc2F)n1C
12) CC(CC(=O)c1ccccc1)=NCCCN=C(C)CC(=O)c1ccccc1
13) CC(C)C(NC(=O)c1ccco1)C(=O)OCc1cc([N+](=O)[O-])cc2c1OCOC2 (centres undefined)
14) O=C(c1cc2ccccc2s1)N1CCOCC1
15) CCCCOC(=O)c1ccc(NC(=O)c2cnccn2)cc1
16) COc1ccc(Cn2nnc3c(C)n[nH]c(=O)c32)cc1

screen / no.	9	10	11	12	13	14	15	16
NCOA2 inhibitor	-9	-5	-15	-23	-9	-4	-42	-19
NR2F2 inh	17	4	-1	-15	8	-7	0	-31
NR5A2 inv ag	3	6	8	-22	-6	-21	-16	-4
TLR9-MyD88 block	-1	7	3	6	-7	4	0	-3
Vif imaging	-1	-7	0	2	6	7	-6	1
NCOA3 inh	-14	17	14	-2	-5	5	-8	-4
NCOA1 inh	4	11	2	-2	-40	-21	-23	-12
TROY NFkB inh	8	-2	14	-3	0	-25	-43	-5
TRAIL sens C8	5	2	-6	-19	7	7	-26	-6
EBV LMP1 NFkB	-10	5	2	-1	4	-5	-4	2
NOD2 RIPK2 PPI	-5	-25	-4	-7	-2	0	-6	2

17) COc1ccc2nc(/C=N/NC(=O)[C@@H]3CCCN3C(=O)OC(C)(C)C)ccc2c1
18) COc1ccccc1CN1CCN(C(=O)c2ccco2)CC1
19) CC(=O)N1CCc2cc(S(=O)(=O)NCCC(=O)Nc3ccc4c(c3)OCCO4)ccc21
20) Cc1ccc(NS(=O)(=O)c2cc(C(=O)NCCSC3CCCCC3)ccc2C)cc1
21) Oc1ccccc1/C=N/Nc1ncc(Br)cn1
22) C[C@H](NC(=O)c1nc[nH]c1C(=O)N[C@@H](Cc1ccccc1)C(=O)OC(C)(C)C)c1ccccc1
23) CCc1ccccc1NC(=O)C(C)n1nc([N+](=O)[O-])c(Br)c1C (centres undefined)
24) CCC1=NN2C(=N)/C(=C/c3c(C)nn(-c4ccccc4)c3Cl)C(=O)N=C2S1

screen / no.	17	18	19	20	21	22	23	24
NCOA2 inhibitor	-49	-15	x	-13	-12	-18	5	-12
NR2F2 inh	-17	-7	x	23	-32	15	-14	1
NR5A2 inv ag	-110	-2	-38	30	-92	4	26	-6
TLR9-MyD88 block	-2	-34	2	-1	-13	-5	12	5
Vif imaging	9	-7	1	-2	-8	-6	3	-2
NCOA3 inh	-50	21	-35	11	-17	10	-19	22
NCOA1 inh	-137	8	-43	-2	-45	7	1	-18
TROY NFkB inh	-21	-3	-60	24	-84	2	3	5
TRAIL sens C8	-14	3	-20	-10	49	44	-8	11
EBV LMP1 NFkB	8	5	-21	7	1	-1	-3	-14
NOD2 RIPK2 PPI	4	-11	-3	5	-4	3	-17	7

25) O=C(OCC(=O)N1CCOCC1)c1ccc(Cl)nc1
26) CCONC(=O)Nc1ccccc1
27) O=C(Oc1cccc(/C=N/NC(=O)c2ccccn2)c1)c1ccc([N+](=O)[O-])cc1
28) Cc1cccc(N2C(=O)c3cccc4c(N5CCCCC5)c([N+](=O)[O-])cc(c34)C2=O)c1C
29) CN1CCC(NC(=S)Nc2cccc([N+](=O)[O-])c2)CC1
30) CN(Cc1ccccc1)CC(O)COc1ccc(CNCc2ccc(Cl)s2)cc1 (centres undefined)
31) CCC(=O)NC(c1ccc(C)cc1)c1cc(Cl)c2cccnc2c1O (centres undefined)
32) Cc1cccc(C(=O)NCC(=O)NCCCSc2ccccc2)c1

screen / no.	25	26	27	28	29	30	31	32
NCOA2 inhibitor	1	-5	-52	-19	15	-3	x	-8
NR2F2 inh	-25	2	-20	-4	9	-19	x	7
NR5A2 inv ag	-28	7	-17	4	7	-15	-3	-2
TLR9-MyD88 block	-1	-2	-1	2	-10	-11	4	-5
Vif imaging	10	4	-3	-2	1	x	-3	-14
NCOA3 inh	-24	3	-22	5	8	17	26	2
NCOA1 inh	-18	-8	-26	1	-5	-23	-1	-15
TROY NFkB inh	5	0	27	11	-9	-8	-18	18
TRAIL sens C8	-10	-11	68*	31	8	8	12	9
EBV LMP1 NFkB	-1	1	4	1	11	-8	43*	2
NOD2 RIPK2 PPI	-11	-4	-8	-4	-5	2	0	-13

33) Cc1cc(C(=O)NNC(=O)C(C)(C)Oc2ccc(Cl)cc2)c(C)o1
34) CCOC(=O)CSc1nnc(NC(=O)CCc2ccccc2)s1
35) Cc1c(-c2ccccc2)oc2c(C(=O)N3CCN(c4ccc([N+](=O)[O-])cc4)CC3)cccc2c1=O
36) CCCC(=Nc1ccccc1OC)C1=C(O)CC(c2ccccc2)CC1=O (centres undefined)
37) O=S1(=O)N=C(N2CCN(Cc3ccc4c(c3)OCO4)CC2)c2ccccc21
38) O=C(O)COc1ccccc1/C=N/NC(=O)c1cc(-c2ccccc2)nc2ccccc12
39) CCN(CC)C(=O)CSc1ncnc2c1nnn2-c1ccc(F)cc1
40) Cc1cc(C(=O)COC(=O)C(C)NC(N)=O)c(C)n1Cc1ccco1 (centres undefined)

screen / no.	33	34	35	36	37	38	39	40
NCOA2 inhibitor	3	3	21	-24	-8	16	-25	-44
NR2F2 inh	0	1	3	4	-16	0	-5	-10
NR5A2 inv ag	13	0	6	-17	0	-6	17	-26
TLR9-MyD88 block	-8	0	2	-5	-3	-6	3	-5
Vif imaging	6	8	-20	-10	x	x	4	4
NCOA3 inh	24	15	47	12	11	-6	-15	-31
NCOA1 inh	-10	-11	48	-3	4	-77	-1	-23
TROY NFkB inh	-2	2	42	-4	9	-18	-2	-39
TRAIL sens C8	0	-12	0	1	10	6	-6	-2
EBV LMP1 NFkB	-1	3	32	-2	-19	0	0	-15
NOD2 RIPK2 PPI	3	3	-11	-6	-12	-3	-5	-4

41) CCOC(=O)c1c(-c2ccc(OC)cc2)oc2c1C(OC(C)=O)CCC2 (centres undefined)
42) O=C(O)c1cc([N+](=O)[O-])ccc1Oc1ccccc1
43) O=C(COc1nc2ccccc2nc1N1CCOCC1)N1CCc2ccccc21
44) CCCOc1ccc(C(=O)Nc2ccc(S(=O)(=O)Nc3onc(C)c3C)cc2)cc1
45) CCOC(=O)C1=C(C)NC(=O)NC1/C=C\c1ccccc1 (centres undefined)
46) O=C(NCc1ccccc1)C1C(=O)Nc2ccccc2C(=O)N1c1ccc2c(c1)OCCO2 (centres undefined)
47) CCN(C(=O)CSc1cccc[n+]1[O-])c1ccccc1
48) CC1(C)Cc2cccc(OCC(=O)NCc3ccc(F)cc3)c2O1

screen / no.	41	42	43	44	45	46	47	48
NCOA2 inhibitor	-23	-7	-1	-32	10	-15	-7	5
NR2F2 inh	-5	14	-2	23	-24	-14	25	25
NR5A2 inv ag	-27	6	16	-5	10	-14	-7	-14
TLR9-MyD88 block	x	0	10	10	-1	x	10	-4
Vif imaging	x	-7	18	-22	-3	x	1	-5
NCOA3 inh	x	2	22	24	10	x	17	5
NCOA1 inh	x	-4	12	10	9	x	-15	-4
TROY NFkB inh	-33	-2	-16	-38	7	x	-24	4
TRAIL sens C8	-6	-11	-9	5	-5	-10	-2	-7
EBV LMP1 NFkB	x	-1	5	-7	8	x	10	-6
NOD2 RIPK2 PPI	-9	-7	2	4	0	-23	2	-2

49) O=C1CCN(C(=O)Cc2ccccc2)c2ccccc21
50) CN(c1ccc(C(=O)N2CCCCC2)cc1)S(=O)(=O)c1cccs1
51) CNc1nc2c(c(=O)n(C)c(=O)n2C)n1CCCc1ccccc1
52) C=CCN1C2CCCC1CC(NC(=S)Nc1cccc(OC)c1)C2 (centres undefined)
53) CCOC(=O)N/N=C\c1sccc1C
54) COc1cc(C(=O)NCCC2=CCCCC2)cc(OC)c1OC

screen / no.	49	50	51	52	53	54
NCOA2 inhibitor	-41	-12	33	15	-9	0
NR2F2 inh	4	4	29	-7	-2	-23
NR5A2 inv ag	-4	12	24	1	-26	-2
TLR9-MyD88 block	-6	-6	-26	-9	-7	3
Vif imaging	-2	14	-15	-3	6	-1
NCOA3 inh	11	6	23	11	-7	15
NCOA1 inh	3	3	12	-14	-4	-6
TROY NFkB inh	-6	0	19	-8	-23	-9
TRAIL sens C8	0	1	-13	-7	-8	1
EBV LMP1 NFkB	-9	3	-3	7	1	-2
NOD2 RIPK2 PPI	-3	-4	-8	3	-2	-1

# Screening data deposited in PubChem BioAssay by several laboratories.
